# Bioassay records (PubChem BioAssay)
# UTI89 phage lysis = inhibition of K1F phage lysis, E. coli UTI89, bacterial capsule biogenesis inhibitors, alamar blue (AID 488966). hit rate 0.02% among 340,000. E. coli UTI89 K1F phage lysis, alamar blue, 2 h; higher % means a stronger effect. inhibition, % at 100 µM, or IC50 in µM where a hit was titrated;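 active means phage lysis inhibition, versus mean bacterial control, above a set limit; inconclusive means no clear call, values can overlap the other calls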;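 further: capsule biogenesis inhibitors block K1F phage lysis so surviving cells raise fluorescence; higher fluorescence means more inhibition of phage lysis; actives were called in the ten point dose series up to 300 µM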
# NS5 inhibitors = flavivirus cap methylation enzyme inhibition – biochemical, confirmation dose response, primary screen (AID 588689); hit rate 0.3% among 340,000; inhibition, % at 25 µM, or IC50 in µM where a hit was titrated; Dengue-2 NS5 methyltransferase capping enzyme assay, biochemical; higher % means a stronger effect; in the data active means a potency from the dose series; inconclusive means inhibition above about 29% without an active follow-up result
# WT yeast gro inh = growth inhibition of WT yeast, mitochondrial fusion screen | mitochondrial fusion phenotypic screen, WT strain | inhibition, % at 10 µM | hit rate 2.1% among 190,000; in the data active means inhibition above about 58%; tested in S. cerevisiae
# RSV CPE inhibition = inhibition of RSV-induced cytopathic effect – HEp-2 cells, primary 10 µM value included (AID 2391) | HEp-2 cells, RSV-induced CPE inhibition; higher % means a stronger effect | one-dose CPE inhibition, % at 10 µM; IC50 in µM for titrated hits | hit rate 0.13% among 310,000; in the data active means a potency from the dose series; inconclusive means CPE inhibition mostly from about 23% at the one dose, without a potency; inactive means the rest, 99 in 100 with CPE inhibition below about 21%; further: strong numbers were not always called active
# XIAP antagonists = XIAP antagonists, biochemical, IAP family, fluorescence polarization (AID 1018); XIAP BIR domain, fluorescence polarization peptide displacement; higher % means a stronger effect; displacement, % at 20 µM; hits with a dose series show IC50 in µM; hit rate 0.007% among 200,000; in the data active means displacement above about 50%; further: a part of the inactive calls stands beside numbers as strong as those of hits
# ER stress rescue = protection against thapsigargin-triggered cell killing – 384-well, CSM14.1, ATP luminescence, primary screen (AID 1222); 190,000 tested, under 10 active; cellular ATP content (survival), % at 20 µM, or EC50 in µM where a hit was titrated; CSM14.1 thapsigargin-induced death rescue, ATP luminescence; higher % means a stronger effect;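 active means EC50 below 50 µM in the dose-response confirmation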;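 further: death triggered by thapsigargin at about 15 µM added after 2 h compound pretreatment; cell ATP read after overnight thapsigargin exposure of roughly 18 to 22 hours; normalized against plate controls of thapsigargin alone and 5% DMSO vehicle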
# West Nile virus CPE = West Nile virus antiviral activity, cell-based, CPE readout (AID 1621); West Nile virus-infected cells, CPE inhibition; higher % means a stronger effect; one-dose CPE inhibition, % at 10 µM; IC50 in µM for titrated hits; hit rate 0.02% among 290,000; in the data active means a potency from the dose series; inconclusive means CPE inhibition mostly from about 3.7% at the one dose, without a potency; inactive means the rest, 99 in 100 with CPE inhibition below about 2.2%; further: strong numbers were not always called active
# Yfh1-off respiration = mitochondrial function rescue without frataxin homolog – Friedreich's ataxia, plus single-dose screen, dose response (AID 1465). S. cerevisiae Yfh1-off respiration, WST-1 reduction, 72 h; higher fold induction means a stronger effect. fold induction at 50 µM, or EC50 in µM where a hit was titrated. hit rate 0.074% among 220,000;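 active means fold induction of absorbance versus untreated yeast above a set limit, then at least 30% activation at any dose in follow-up; inconclusive means repeats straddling the limit, or above it without dose testing; inactive means fold induction below the set limit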;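 further: activators that raise dye reduction in frataxin-depleted yeast; strong numbers were not always called active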
# Large T inhibition = SV40 large T antigen inhibitors, biochemical (AID 1903); SV40 large T antigen ATPase/helicase inhibition assay; higher % means a stronger effect; inhibition, % at 20 µM, or IC50 in µM where a hit was titrated; hit rate 0.39% among 310,000; in the data active means a potency from the dose series; inconclusive means inhibition mostly from about 32% at the one dose, without a potency; inactive means the rest, 99 in 100 with inhibition below about 32%; further: strong numbers were not always called active
# WT yeast gro inh mutant strain = also measured in WT yeast gro inh; calls as there; inhibition, %; mitochondrial fusion phenotypic screen, mutant strain inhibition
# * hit, by the source's call; i = inactive; ? = inconclusive; nt = not tested or not shown; [ ] = dose if it differs, or a comment.
SMILES,UTI89 phage lysis,NS5 inhibitors,WT yeast gro inh,WT yeast gro inh mutant strain,RSV CPE inhibition,XIAP antagonists,ER stress rescue,West Nile virus CPE,Yfh1-off respiration,Large T inhibition
COc1ccc(OC)c(N=C(N)N=C(N)N)c1,0.6%,-1%,0,6,-0.7%,-2.5%,0.6%,0.3%,i,9%
CCOc1ccc2nc(N(Cc3ccccc3)C(=O)CCNC(C)=O)sc2c1,1.7%[50 µM],2%,nt,nt,11%,nt,nt,-0.7%,nt,14%
CCCC1CC(C(=O)NC(C(C)Cl)C2OC(SC)C(O)C(O)C2O)N(C)C1 (stereo unspecified),-12%,-8%,nt,nt,-0.1%,nt,nt,1.2%,nt,11%
O=S(=O)(c1ccccc1)N(CC(O)CN1CCOCC1)c1ccccc1 (stereo unspecified),0.3%,-2%,nt,nt,1.2%,nt,nt,0.3%,nt,6%
O=C(Nc1ccc(Cl)cn1)Nc1ccc(Cl)cn1,0.1%,4%,-2,6,0.4%,-6.9%,-2.7%,-0.4%,i,4%
O=C(COc1ccccc1-c1ccccc1)NCc1ccco1,nt,nt,20,11,5.8%,-7.1%,0.0%,0.1%,i,5%
O=[N+]([O-])c1ccc(Sc2cccc3cccnc23)c([N+](=O)[O-])c1,1.8%,4%,7,0,10%,-4.0%,-1.0%,?,i,9%
CC(=O)OCC(=O)[C@@]12OC(C)(C)O[C@@H]1C[C@H]1[C@@H]3C[C@H](F)C4=CC(=O)C=C[C@]4(C)[C@@]3(F)[C@@H](O)C[C@@]12C,nt,nt,8,-4,-2.7%,-2.0%,-2.5%,0.4%,i,13%
O=C(CN1C(=O)COc2ccc(S(=O)(=O)N3CCCC3)cc21)NCc1ccccn1,2.9%[50 µM],5%,nt,nt,1.4%,nt,nt,0.1%,i,12%
CCOC(=O)C(C(=O)NCc1cccc(OC)c1)c1ncc(C(F)(F)F)cc1Cl (stereo unspecified),-0.1%,6%,-5,-1,1.7%,-8.1%,-1.2%,0.9%,i,11%
N/C(=N\OC(=O)c1ccc(=O)n(Cc2ccc(Cl)cc2)c1)c1ccccn1,0.0%,-3%,14,-18,4.9%,-6.9%,-0.8%,-0.5%,i,9%
CCc1ccc(N(C(=O)c2csnn2)C(C(=O)NC(C)(C)CC)c2ccccn2)cc1 (stereo unspecified),1.1%,-8%,1,20,-0.9%,-4.8%,-1.0%,-0.1%,i,5%
CCOC(=O)c1c(-c2cccc(C)c2)csc1NC(=O)c1c(-c2ccccc2)noc1C,0.5%,-1%,-4,1,9.9µM*,-8.9%,1.4%,?,i,1%
CCn1c2ccc(OC)cc2c2nc3ccccc3nc21,nt,nt,-7,10,6.8%,-0.5%,5.2%,1.2%,i,7%
CCOC(=O)C(C)Sc1nc(-c2ccccc2)nc2ccccc12 (stereo unspecified),0.1%,-7%,26,5,5.0%,-16%,-3.0%,0.3%,i,2%
CC1(c2ccccc2)CC(C)(C)N(C(N)=O)c2ccccc21 (stereo unspecified),-0.1%,6%,nt,nt,1.7%,nt,nt,0.1%,nt,2%
COc1ccc(S(=O)(=O)N2CCOC2CNC(=O)C(=O)NCc2ccc(F)cc2)cc1OC (stereo unspecified),0.6%[50 µM],0%,nt,nt,0.8%,nt,nt,-1.2%,nt,-62%
O=C(CSCc1ccc(Cl)cc1)N/N=C/c1ccc(OCC(=O)Nc2ccccc2)cc1,-0.3%,-5%,-12,2,6.3%,3.5%,-1.3%,0.0%,i,17%
CC(C)C(NS(=O)(=O)c1ccccc1F)C(=O)N1CCc2ccccc2C1 (stereo unspecified),0.2%,-2%,nt,nt,0.9%,nt,nt,-0.9%,nt,11%
O=C(COc1ccc(Cl)cc1)Nc1ncc([N+](=O)[O-])s1,0.2%,-1%,25,13,nt,-4.5%,-2.1%,1.8%,i,8%
O=C(CN1CCCC1)Nc1ccccc1Sc1ccccc1,0.3%,-5%,14,-4,0.7%,-1.7%,-0.6%,-0.6%,i,9%
CN1c2ccsc2C(O)=C(C(=S)Nc2ccc(F)c(Cl)c2)S1(=O)=O,-5.2%,12%,-3,-36,5.2%,-5.6%,-0.8%,-0.3%,i,26%
CCOC(=O)c1cc(/C(C)=N/OC(=O)c2ccc(Cl)cc2)on1,nt,nt,nt,nt,2.6%,nt,nt,0.4%,i,7%
CCOc1ccccc1NC(=O)COc1coc(CN2CCc3ccccc32)cc1=O,0.4%[50 µM],-13%,nt,nt,21%,nt,nt,nt,nt,21%
CC(=O)Nn1cc2c(=O)n(C)c(=O)n(C)c2c1,0.1%,-2%,10,6,0.5%,-6.0%,0.6%,-0.1%,i,8%
SMILES,UTI89 phage lysis,NS5 inhibitors,WT yeast gro inh,WT yeast gro inh mutant strain,RSV CPE inhibition,XIAP antagonists,ER stress rescue,West Nile virus CPE,Yfh1-off respiration,Large T inhibition
COc1cc2c(cc1OC)CN(CCC(=O)c1ccc(Br)cc1)CC2,0.8%,-17%,13,-3,2.2%,-4.8%,0.8%,0.7%,i,7%
CC(c1ccco1)N(C(=O)c1cccc(S(=O)(=O)N(C)C)c1)c1ccccn1 (stereo unspecified),0.7%,0%,nt,nt,-0.7%,nt,nt,-0.6%,nt,0%
Brc1ccc2[nH]c3c(N4CCc5ccccc5C4)ncnc3c2c1,nt,nt,30,15,10%,-8.6%,-2.7%,0.6%,i,9%
O=C(Nc1cccc(C(=O)O)c1)/C(=C/c1cccc([N+](=O)[O-])c1)NC(=O)c1cccc(Br)c1,-0.1%,-12%,nt,nt,0.1%,nt,nt,nt,nt,19%
Cc1c(CC(=O)NCCCCCC(=O)O)c(=O)oc2cc3occ(-c4ccccc4)c3cc12,-1.6%[50 µM],5%,nt,nt,2.7%,nt,nt,0.1%,nt,5%
CCC(=O)Nc1nonc1-c1nc2ccccc2n1CCC(C)C,1.4%,-2%,6,-22,nt,-0.5%,0.0%,0.0%,i,10%
Cc1ccccc1Sc1ncnc2onc(C)c12,0.1%[50 µM],-7%,36,33,1.2%,-1.1%,-1.3%,0.5%,i,5%
CN1CCC(N(C)S(=O)(=O)c2ccc(NC(=O)COc3ccc([N+](=O)[O-])cc3)cc2)CC1,1.3%[50 µM],2%,nt,nt,-2.6%,nt,nt,nt,nt,19%
COc1ccc2c(c1)OC(c1ccccc1)(C(F)(F)F)NC2=O (stereo unspecified),1.3%[50 µM],2%,-11,-1,3.3%,-7.3%,1.6%,-0.8%,i,2%
Nn1c(SCc2ccccc2)nc2ccccc21,0.2%,7%,nt,nt,0.1%,nt,nt,-0.7%,nt,4%
COc1cc(OC)cc(C(=O)NC(=S)NNC(=O)[C@H]2C[C@@H]2c2ccccc2)c1,-0.3%,-4%,nt,nt,1.2%,nt,nt,-0.3%,i,15%
C=CCNC(=O)CN(c1ccc(F)cc1)S(=O)(=O)c1ccc(OC)cc1,1.2%,-3%,14,8,1.4%,-5.7%,0.7%,0.0%,i,-5%
COc1ccc(-c2c[n+]3c(n2-c2c(C)n(C)n(-c4ccccc4)c2=O)CCCCC3)cc1,0.2%,nt,5,8,0.9%,-0.1%,0.1%,0.1%,i,5%
Cc1ccccc1CN1CCN(CC(=O)NCc2ccccn2)C1=O,0.9%,-6%,3,4,1.1%,-0.6%,-2.2%,-0.1%,i,6%
COc1cccc(NC(=O)CSc2nccn(-c3ccc4c(c3)OCCO4)c2=O)c1,2.3%[50 µM],14%,nt,nt,2.1%,nt,nt,nt,nt,26%
COC(=O)c1ccc(S(N)(=O)=O)o1,5.5%,-1%,1,-4,2.5%,-8.8%,1.9%,-0.2%,i,-2%
O=C1CCC(C(=O)OCc2ccccc2)N1 (stereo unspecified),1.5%,3%,1,-2,0.6%,-0.2%,1.4%,0.7%,i,3%
COc1ccc(-c2nc(CS(=O)CC(=O)NC3CCCCC3)c(C)o2)cc1 (stereo unspecified),0.3%,-5%,nt,nt,3.0%,nt,nt,-0.4%,nt,11%
COc1cc(CN2CC(=O)N(c3ccc(C)cc3)C2=S)cc(OC)c1OC,1.2%[50 µM],4%,-16,-1,5.1%,-7.3%,0.8%,-1.3%,i,7%
CCOC(=O)c1ccc(NS(=O)(=O)c2ccc3c(c2)oc(=O)n3C)cc1,5.6%,-1%,13,5,1.0%,-8.3%,-0.2%,-0.7%,i,5%
CCOc1c(CNc2nnnn2C)cccc1OC,0.1%,-1%,-7,4,-0.7%,-2.1%,-0.6%,0.5%,i,1%
COc1cc2c(cc1OC)C(C)N(C(=O)C(NC(=O)c1ccccc1)C(C)C)CC2 (stereo unspecified),0.3%,-7%,nt,nt,2.5%,nt,nt,-0.8%,nt,10%
C=Cn1cc[n+](CC(=O)c2ccc(Br)cc2)c1,0.3%,-9%,nt,nt,1.1%,nt,nt,-0.6%,nt,7%
CC1(C(=O)NCC2CC2)C=CC2(CCCCC2)N1C(=O)c1ccccc1 (stereo unspecified),1.3%,2%,nt,nt,-0.6%,nt,nt,-0.8%,nt,13%
CCOc1ccccc1NC(=O)c1oc2ccccc2c1NC(=O)C1CCCO1 (stereo unspecified),0.6%,-5%,3,2,0.3%,-5.9%,nt,-0.7%,i,6%

# Of the compounds above, these have a CF3 group:
SMILES,UTI89 phage lysis,NS5 inhibitors,WT yeast gro inh,WT yeast gro inh mutant strain,RSV CPE inhibition,XIAP antagonists,ER stress rescue,West Nile virus CPE,Yfh1-off respiration,Large T inhibition
CCOC(=O)C(C(=O)NCc1cccc(OC)c1)c1ncc(C(F)(F)F)cc1Cl (stereo unspecified),-0.1%,6%,-5,-1,1.7%,-8.1%,-1.2%,0.9%,i,11%
COc1ccc2c(c1)OC(c1ccccc1)(C(F)(F)F)NC2=O (stereo unspecified),1.3%[50 µM],2%,-11,-1,3.3%,-7.3%,1.6%,-0.8%,i,2%

# (list continues)
SMILES,UTI89 phage lysis,NS5 inhibitors,WT yeast gro inh,WT yeast gro inh mutant strain,RSV CPE inhibition,XIAP antagonists,ER stress rescue,West Nile virus CPE,Yfh1-off respiration,Large T inhibition
CCOC(=O)c1c(N)sc(C(=O)OCCOC)c1C,-1.1%,-4%,16,16,0.3%,-4.0%,nt,-0.6%,i,-5%
COCC1CCCCN1C(=O)c1ccc2oc(CCc3ccccc3)nc2c1 (stereo unspecified),0.2%,-3%,nt,nt,-0.5%,nt,nt,-1.6%,nt,5%
CSc1ncccc1C(=O)Nc1nc2ccc(Oc3ccccc3)cc2s1,0.0%,-6%,40,-9,7.6%,6.5%,-0.1%,0.2%,i,2%
CC(C)(O)C#Cc1ccc(CN2CCN(CCc3ccccc3)C(CCO)C2)s1 (stereo unspecified),0.2%,nt,6,-7,-0.4%,-8.3%,-1.9%,-1.0%,i,16%
CCCCN(CC)C(=O)c1ccc(Cl)cc1,1.5%,-9%,-10,10,0.3%,-4.6%,-0.5%,-0.2%,i,5%
NS(=O)(=O)c1c(Sc2ccccc2C(=O)O)ccc2ccccc12,-0.2%,-6%,nt,nt,2.0%,nt,nt,-0.3%,nt,8%
CC(C)(C)N1C(=O)[C@H]2[C@@H](c3ccc(Br)cc3)N3C(=O)N(c4cccc(Cl)c4)C(=O)[C@@]3(C)[C@H]2C1=O,-0.1%,0%,nt,nt,10%,nt,nt,nt,nt,-7%
